# High-throughput results: PubChem BioAssay, several laboratories
# CSN inh – inhibitors of CSN-mediated cullin deneddylation, primary screen, biochemical, fluorescence polarization, uHTS | COP9 signalosome complex subunit 5 (Homo sapiens), Q92905 | AID 651999, 2013 | actives 0.38% (n = 360,000) | Purified CSN, SCF-Nedd8-OG deneddylation | inhibition, % at 12.5 µM;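 active = pattern-corrected inhibition above about 35%, with an unprinted fluorescence ratio check between 0.5 and 1.5, limit read from the data, passing the limit was not always enough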;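 note: 0% = enzyme with substrate and 100% = substrate without enzyme; some results filed as inactive read as strong as hits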
# Target sequence (Q92905 whole entry, looked up, one chain of several): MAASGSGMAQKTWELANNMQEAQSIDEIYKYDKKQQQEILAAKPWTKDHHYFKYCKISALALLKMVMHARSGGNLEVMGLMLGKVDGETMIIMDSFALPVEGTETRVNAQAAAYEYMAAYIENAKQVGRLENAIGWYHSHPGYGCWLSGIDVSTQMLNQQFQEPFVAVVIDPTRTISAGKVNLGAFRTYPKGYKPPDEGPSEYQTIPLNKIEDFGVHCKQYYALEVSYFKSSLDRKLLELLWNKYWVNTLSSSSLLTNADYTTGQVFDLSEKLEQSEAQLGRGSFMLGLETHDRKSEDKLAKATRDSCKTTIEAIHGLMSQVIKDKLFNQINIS
#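 Schedule: reaction 90 min, room temperature / Assay system: HEK293T-derived human Csn5 enzyme / Input: Csn5 at 0.24 nM final / Measure: inhibition of Csn5 cleavage, % / Control set: substrate-only high control, full reaction low control / Technique: fluorescence polarization of the substrate / Buffer or medium: Tris/NaCl/DTT buffer, pH 7.5 / Reagent: SCFSkp2-Nedd8OG substrate at 10 nM final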
# Rpn11 block – Rpn11 (PSMD14) deubiquitinase inhibitors, primary screen, biochemical, fluorescence polarization, uHTS; 26S proteasome non-ATPase regulatory subunit 14 (Homo sapiens), O00487; human 26S proteasome, Ub4-pepOG fluorescence polarization; 20S core pre-blocked with epoxomicin; calls only at 20 µM; actives 0.59% (n = 360,000); AID 588493, 2011;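 active = inhibition at 20 µM, scaled to each plate's controls, above about 33%, limit read from the data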
# Target sequence (O00487 whole entry, looked up): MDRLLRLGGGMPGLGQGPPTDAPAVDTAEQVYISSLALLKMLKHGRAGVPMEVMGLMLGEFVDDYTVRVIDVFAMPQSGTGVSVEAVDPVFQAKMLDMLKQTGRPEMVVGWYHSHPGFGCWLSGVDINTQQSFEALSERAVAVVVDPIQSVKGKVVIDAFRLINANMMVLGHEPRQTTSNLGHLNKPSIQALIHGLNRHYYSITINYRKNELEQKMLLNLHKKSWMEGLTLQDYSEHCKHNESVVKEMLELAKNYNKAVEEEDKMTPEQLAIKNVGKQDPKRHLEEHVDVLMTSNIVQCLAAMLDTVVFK
# STEP block – STEP phosphatase inhibitors, primary screen, biochemical, fluorescence intensity, uHTS; AID 588621, 2011; Tyrosine-protein phosphatase non-receptor type 5 (Homo sapiens), P54829; actives 0.25% (n = 360,000); recombinant STEP, OMFP fluorogenic substrate; inhibition, % at 20 µM;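 active = inhibition at 20 µM, scaled per plate between control wells, above about 37%, limit read from the data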;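 note: 0% = DMSO with enzyme and substrate and 100% = substrate only without enzyme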
#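 Also added – OMFP at 25 µM · Test system – STEP tyrosine phosphatase · Technique – FITC-channel fluorescence of OMFP product · Schedule – 20 min at room temperature, dark · Evaluation – control-normalized % inhibition with plate pattern correction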
# SUMO1-SIM PPI – modulators of SUMO1 protein-protein interactions, primary screen, biochemical, uHTS | Small ubiquitin-related modifier 1 (Homo sapiens), P63165 | SUMO1 binding to a labelled peptide, TR-FRET, 1 h | inhibition, % at 20 µM | actives 0.33% (n = 360,000) | AID 602429, 2012; in the data active = inhibition above about 37%
# Target sequence (P63165 whole entry, looked up): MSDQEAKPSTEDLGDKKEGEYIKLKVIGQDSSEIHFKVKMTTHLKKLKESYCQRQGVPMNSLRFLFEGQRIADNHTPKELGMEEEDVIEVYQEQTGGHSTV
# Tb MetRS inh – T. brucei MetRS inhibitors, primary screen, biochemical, luminescence; inhibition, % at 11.9 µM; AID 624268, 2012; purified T. brucei MetRS, ATP depletion, Kinase-Glo luminescence; actives 0.4% (n = 360,000);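 active = inhibition above a per-plate cutoff of the control wells' mean inhibition plus 3 SD, cut at about 5.5% in these data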;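 note: 0% = DMSO wells median and 100% = median of wells with control inhibitor compound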
#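 technique = Kinase-Glo luminescence, ATP depletion format | system = purified MetRS (methionyl-tRNA synthetase) enzyme from Trypanosoma brucei | timing = 15 min preincubation, 2 h reaction, all 25 °C | evaluation = percent inhibition versus plate control medians | dosing = single dose, 11.9 µM final nominal, 0.9% final DMSO | also added = substrates ATP, L-methionine and bulk Escherichia coli tRNA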
# PABP1 MLLE inh – inhibitors of PABP1 MLLE–PAM2 peptide binding, primary screen, biochemical, fluorescence polarization, FITC-PAM2, GST-MLLE; Polyadenylate-binding protein 1 (Homo sapiens), P11940; inhibition, % at 20 µM; actives 0.36% (n = 360,000); AID 588489, 2011; in the data active = inhibition above about 35%, passing the limit was not always enough;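 note: plate controls were DMSO wells with GST-MLLE for no effect and wells lacking GST-MLLE protein for full effect; some results filed as inactive read as strong as hits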
# NadD block – inhibitors of S. aureus NadD, primary screen, biochemical, colorimetric, uHTS; purified NadD enzyme, colorimetric absorbance read-out; AID 602399, 2012; inhibition, % at 20 µM; actives 0.78% (n = 360,000); in the data active = inhibition above about 26%; note: some compounds past the cut are filed as inactive
# DNMT1 block – human DNMT1 methyltransferase inhibitors, primary screen, biochemical, molecular beacon, fluorescence, HinP1I cleavage, uHTS; inhibition (reported as % activation of signal), % at 10 µM; actives 0.83% (n = 360,000); in the data active = inhibition above about 50%
# LMPTP inh – LMPTP phosphatase inhibitors, primary screen, biochemical, fluorescence intensity, uHTS | Low molecular weight phosphotyrosine protein phosphatase (Homo sapiens), P24666 | recombinant LMPTP-A, OMFP fluorogenic substrate | inhibition, % at 20 µM | actives 0.22% (n = 360,000);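 active = compounds that cut the enzyme signal by at least half of the control window in the single-dose screen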;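 note: plate controls were DMSO wells with enzyme plus substrate for no effect and substrate without enzyme for full effect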
#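 material = LMPTP-A | quantity = 0.625 nM enzyme | reagent = OMFP substrate, 400 µM final | buffer or medium = Bis-Tris pH 6.0, DTT, detergent | detection = endpoint fluorescence intensity from OMFP dephosphorylation | dosing = single 20 µM dose | read-out basis = % inhibition relative to no-enzyme and uninhibited control wells | control set = no-enzyme and uninhibited controls | timing = 50 min at room temperature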
# Scp-1 inhibitor – Scp-1 phosphatase inhibitors, primary screen, biochemical, colorimetric, uHTS. AID 493091, 2011. Recombinant Scp1, phosphopeptide, malachite green phosphate absorbance. actives 0.88% (n = 340,000). inhibition, % at 20 µM;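 active = inhibition above about 50% at 20 µM, limit read from the data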;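 note: plate controls were DMSO wells with enzyme for no effect and wells lacking enzyme for full effect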
# Target sequence (Q9GZU7 76-261 limits assumed): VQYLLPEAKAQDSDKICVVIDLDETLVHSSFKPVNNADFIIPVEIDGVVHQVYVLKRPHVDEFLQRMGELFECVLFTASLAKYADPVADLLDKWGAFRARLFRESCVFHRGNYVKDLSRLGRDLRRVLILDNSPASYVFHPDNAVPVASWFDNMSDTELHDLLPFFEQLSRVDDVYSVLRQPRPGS
#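 System: SCP-1 catalytic domain; Reagent: Phospho 17-mer peptide substrate; Doses: one concentration, 20 µM, with 1.0% DMSO; Incubation: 45 min room-temperature reaction, 5 min colour, 30 min stabiliser; Signal: Phosphate-binding colour reagent, absorbance read at 630 nm.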
# * = called active by the depositor; i = inactive; · = no result given; + = active, no number.
# The first 3 entries (preview)
# Below each compound – CSN inh	Rpn11 block	STEP block	SUMO1-SIM PPI	Tb MetRS inh	PABP1 MLLE inh	NadD block	DNMT1 block	LMPTP inh	Scp-1 inhibitor
CCN(C(=O)CSc1nnc(-c2ccc(OC(F)F)cc2)n1N)C1CCS(=O)(=O)C1 (stereo not drawn)
→ 0	i	-2	-3	-0.7	-69	1	3	-1.0	-2
CC(Oc1ccc(Cl)cc1Cl)C(=O)NC1=NN(c2ccccc2)C(=O)C1 (stereo not drawn)
→ 1	i	2	6	-0.4	8	0	6	2.7	-17
CC(C)COP(=O)(OCC(C)C)C(O)c1ccc2c(c1)OCO2 (stereo not drawn)
→ -6	i	-2	1	-0.4	3	-4	1	-0.6	5

# The whole of this part, from the first entry:
# Below each compound – CSN inh	Rpn11 block	STEP block	SUMO1-SIM PPI	Tb MetRS inh	PABP1 MLLE inh	NadD block	DNMT1 block	LMPTP inh	Scp-1 inhibitor
CCN(C(=O)CSc1nnc(-c2ccc(OC(F)F)cc2)n1N)C1CCS(=O)(=O)C1 (stereo not drawn)
→ 0	i	-2	-3	-0.7	-69	1	3	-1.0	-2
CC(Oc1ccc(Cl)cc1Cl)C(=O)NC1=NN(c2ccccc2)C(=O)C1 (stereo not drawn)
→ 1	i	2	6	-0.4	8	0	6	2.7	-17
CC(C)COP(=O)(OCC(C)C)C(O)c1ccc2c(c1)OCO2 (stereo not drawn)
→ -6	i	-2	1	-0.4	3	-4	1	-0.6	5
COc1ccccc1OCCOCCOc1ccccc1Cl
→ -14	i	1	-1	0.5	3	-8	-1	-0.5	-13
O=C(O)c1ccc(CNS(=O)(=O)c2ccc(Oc3ccccc3Cl)cc2)cc1
→ 2	i	0	4	-0.9	-11	-4	3	-1.6	-5
COCCNC(=O)C1(C)CCN(C(=O)c2sc(-c3ccccc3)nc2C)C1 (stereo not drawn)
→ -6	i	1	1	0.2	-1	1	1	-2.3	·
Cc1[nH]c2ccc(F)cc2c1CCNC(=O)C1CCCCC1C(=O)OCC(F)(F)F (stereo not drawn)
→ 4	i	2	0	0.3	10	-6	-5	0.6	-6
COC(=O)N/N=C/c1cc(C)n(-c2ccc(F)cc2)c1C
→ -2	i	3	-2	-0.5	0	8	3	5.3	-4
Cc1noc(C)c1S(=O)(=O)N(C)C[C@H]1Oc2ccc(NS(=O)(=O)c3ccccc3)cc2C(=O)N([C@H](C)CO)C[C@@H]1C
→ -3	i	0	-4	-0.2	-4	2	7	-0.2	-1
Cc1cc(C)n(C2CC(=O)N(c3cccc(Cl)c3)C2=O)n1 (stereo not drawn)
→ 6	i	-3	0	-0.6	1	5	-9	-0.8	-6
CCSC1=N/C(=C\c2cccc(F)c2)C(=O)S1
→ -5	i	2	-1	-0.4	12	-2	1	-0.3	-12
Cc1ccc2c(COC(=O)CNC(=O)c3ccccc3)cc(=O)oc2c1
→ -1	i	0	1	-0.5	4	-2	-7	0.9	-11
O=C(NCCN1CCC(n2c(=O)[nH]c3ccccc32)CC1)c1ccncc1
→ -1	·	·	2	1.2	·	-3	·	1.6	·
O=C(CSCc1ccc([N+](=O)[O-])cc1)NN=C1CCCCCC1
→ 3	i	2	-17	0.6	-6	5	4	-1.4	9
O=C(Nc1cc(-c2nc3ncccc3o2)ccc1Cl)c1ccc2c(c1)OCO2
→ -1	i	0	6	-0.3	-5	-4	1	-1.3	-4
O=C(NCCc1ccc(Cl)cc1)c1ccc(CS(=O)Cc2ccccc2Cl)o1 (stereo not drawn)
→ -3	i	2	5	-0.1	-21	-4	-3	0.1	-1
O=C(CSC1=NS(=O)(=O)c2ccccc2N1)NCc1ccc(F)cc1
→ -3	i	-4	5	-0.3	19	-4	5	-0.9	-3
NS(=O)(=O)OCc1ccc(C(F)(F)F)cc1
→ -4	i	1	-2	-0.1	1	-2	0	0.1	-8
O=C(Nc1nc(-c2ccccc2)cs1)c1cccnc1
→ -4	i	6	1	0.5	-4	-3	-2	-0.8	-1
O=C(NC(=S)NCC1CCCO1)c1ccccc1[N+](=O)[O-] (stereo not drawn)
→ -9	i	2	-11	-1.5	16	-5	3	-0.9	-3
Cc1ccc(C(=O)Oc2ccc(C(=O)COC(=O)C3CC(=O)N(Cc4ccco4)C3)cc2)cc1 (stereo not drawn)
→ 32	i	4	6	-1.2	4	7	66*	1.7	60*
CCC1CCCCN1CCCNC(=O)C1CCN(Cc2nc(-c3ccc(Cl)cc3)oc2C)CC1 (stereo not drawn)
→ -1	i	-1	-9	0.4	3	-6	1	3.5	0
O=C1CC(Sc2nnc(-c3ccccc3O)o2)C(=O)N1c1ccccc1 (stereo not drawn)
→ -1	i	-1	3	0.3	-13	5	-2	-0.4	-16
Cc1cc(N)n(-c2ccc(S(=O)(=O)N3CCOCC3)cc2[N+](=O)[O-])n1
→ -4	i	2	-28	-0.4	-1	-9	0	-3.9	-7
COc1c2c(cc3oc(=O)ccc13)OC(C)(C)C=C2
→ 5	i	0	-7	-2.8	1	-4	-5	1.4	-10
Cc1ccc(N(CC(=O)NCCSc2ccccn2)S(C)(=O)=O)cc1
→ -1	i	-2	0	0.1	5	-3	-11	0.2	-5
COc1ccc(NC(=O)c2cc(OC)c(OC)cc2OC)c(S(=O)(=O)N2CCOCC2)c1
→ -1	+	6	8	-0.4	-19	1	-4	0.9	-2
CCc1nc2c(OCCC3CCCCC3)cccn2c1N(C=O)Cc1ccccc1
→ 8	i	7	10	0.3	21	6	0	10	·
O=C(NNC(=O)c1ccccc1F)c1cccc(S(=O)(=O)N2CCc3ccccc32)c1
→ -5	i	3	7	-0.1	-9	-2	0	1.4	3
CN(C(=O)c1ccc(NC(=O)Cc2ccc(NC(=O)C3CCN(C(=O)C4CCCCC4)CC3)cc2)cc1)C1CC1
→ -4	i	1	-2	-0.3	-12	2	1	-1.3	0
C#CCOc1ccccc1/C=N/NC(=O)c1ccccc1OCc1ccccc1
→ 2	i	3	2	-0.7	-1	4	-5	11	-8
CC(C)C[C@H](NC(=O)OC(C)(C)C)c1n[nH]c(=S)n1N
→ -7	i	1	0	0.2	0	-3	-3	-0.6	-3
CCOc1ccccc1NC(=O)CN(c1nccs1)S(=O)(=O)c1ccc(N)cc1
→ -3	i	-7	0	-0.5	-19	-4	11	1.0	0
O=C(CCc1nnc(C2CCCCC2)o1)N1CCN(Cc2ccccc2)CC1
→ 0	i	7	-2	-0.1	-9	1	3	0.4	-6
COc1ccc(CC2=C(O)c3ccccc3C(=O)C2=O)cc1
→ -1	i	0	-18	-0.2	19	-8	-8	2.8	-14
CC(NCc1ccco1)C(=O)N1CCc2ccccc2C1 (stereo not drawn)
→ -6	i	2	1	-0.7	-2	-1	0	-2.2	10
CCn1c(SCC(=O)NCc2ccco2)nc2c(c1=O)SC(C)C2 (stereo not drawn)
→ 0	i	2	0	-0.5	26	6	4	-2.5	5
COc1cc(NC(=S)NCc2cccs2)cc(OC)c1
→ -3	i	3	2	1.2	-4	-3	-4	-1.6	-7
CCC(C)/C=C/C1=CC2=C(Cl)C(=O)C3(C)OC(=O)C(C(=O)C(C)C(C)O)C3C2=CO1 (stereo not drawn)
→ 11	i	1	1	-0.9	-19	17	5	-0.4	42
CCOC(=O)c1sc2nccc(N(C)C)c2c1N=CNOCc1c(F)cccc1Cl
→ 0	i	4	-3	-1.3	2	-1	-4	2.2	-2
COc1c(F)c(F)c(C(=O)Nc2ccc3oc(-c4ccncc4)nc3c2)c(F)c1F
→ 6	i	-3	0	-1.1	-16	7	-9	-1.1	1
CC(=O)NCCOC(=O)Nc1cccnc1
→ 3	i	0	-2	-0.3	11	-1	1	-1.0	-5
O=C(Cc1ccccc1[N+](=O)[O-])Nc1ccc(S(=O)(=O)N2CCCC2)cc1
→ 2	i	0	-9	-0.2	2	-9	-3	-1.3	·
COC(=O)CC1C(=O)NCCN1C(=S)Nc1ccccc1Cl (stereo not drawn)
→ -3	i	1	0	-0.3	4	2	-3	-2.5	2
Cc1oc2c(c(C)cc3oc(=O)c(CC(=O)N[C@@H](CC(C)C)C(=O)O)c(C)c32)c1C
→ 1	i	0	0	-0.6	-9	4	4	-1.0	10
CC(C)CC(NC(=O)C(CO)NC(=O)C1CCC(=O)N1)C(N)=O (stereo not drawn)
→ -1	i	1	-2	-0.3	-4	-1	0	-0.5	-5
O=C(NCCNC(=O)c1cnccn1)c1ccc(Cl)c(Cl)c1
→ 2	i	2	-2	0.1	12	-1	0	0.1	10
Cc1ccc(S(=O)(=O)N2CCOCC2)cc1C(=O)NCc1cn2ccsc2n1
→ -5	i	0	3	-1.8	3	4	7	1.2	-3
CCOc1ccccc1NC(=O)NCc1ccc2c(c1)OCO2
→ -1	i	1	2	-0.3	-3	-7	4	-0.4	2
CN(C)c1nc(C(=O)O)nc(N2CCOCC2)n1
→ -1	i	-4	-3	-0.5	8	-6	-1	-1.8	1
CCOc1cc(C(C(=O)NCC2CCCO2)N(C(=O)Cn2nnc3ccccc32)c2ccc(NC(C)=O)cc2)ccc1O (stereo not drawn)
→ -1	i	3	6	-0.3	-2	-1	3	-0.7	-5
Cc1ccc2nc(C(F)OC(F)(F)F)[nH]c2c1 (stereo not drawn)
→ 1	i	0	2	-0.9	-3	-2	4	0.2	3
O=C(Nc1cccnc1)/C(N=Nc1ccc(Cl)c(C(F)(F)F)c1)=C(\O)c1ccccc1
→ 1	i	3	2	0.2	-1	4	14	-1.3	7
Cc1ccc(CNS(=O)(=O)NCc2ccc(Cl)cc2)cc1
→ 1	i	-4	0	-0.2	-3	5	8	0.9	-7
